From PubChem
m5-HT2A agonist – mouse HTR2A agonism via beta-arrestin recruitment. 360,000 compounds, 0.66% hits. activation, % at 7.6 µM. P35363. CHO-K1 mHTR2A beta-arrestin complementation, luminescence; percent of 30 µM serotonin response;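 active = activation above a run cutoff, the mean activation of all tested compounds plus 3 SD, cut at about 14% in these data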;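 also: 0% = plate median of compound wells and 100% = 30 µM serotonin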
Glyco luc inh – N-linked glycosylation inhibition; reporter increase, % at 12.5 µM; D54 ERlucT glycosylation luciferase reporter, 24 h; percent of 100 nM tunicamycin response; 360,000 compounds, 0.23% hits;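 active = mean luciferase reporter signal, scaled so untreated is 0 and the glycosylation-blocking control 100, at or above a set limit in every replicate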;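 also: luciferase carries N-glycosylation sites so blocking glycosylation raises the light; 0% = median of neutral control wells and 100% = median of 100 nM tunicamycin wells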
MC4R ag barr – agonists of human melanocortin 4 receptor (MC4R) beta-arrestin. P32245. activation, % at 8.9 µM. AID 540308. U2OS MC4R beta-arrestin complementation, luminescence; percent of melanotan II response, DMSO zero. 360,000 compounds, 0.98% hits;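 active = activation above a per-plate cutoff, the mean activation of sample wells on that plate plus 3 SD, cut at about 8% in these data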
MC4R antagonist – blocks human MC4R cAMP signaling | P32245 | MC4R-expressing cells, MTII-stimulated cAMP, LANCE TR-FRET | inhibition, % at 6.5 µM | 360,000 compounds, 0.48% hits | AID 540295;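 active = inhibition above its plate's cutoff, the mean of tested wells on that plate plus 3 SD, cut at about 29% in these data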;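 also: 0% = Melanotan II alone and 100% = Melanotan II plus saturating MCL0020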
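system = U2OS cells with stable human MC4R expression | also added = Melanotan II challenge after compound preincubation | dosing = one concentration, 6.5 µM nominal | incubation = compound 30 min, challenge 1 h, detection 1 h | measured by = TR-FRET with Eu-cAMP and labeled anti-cAMP, 671 nm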
Exocytosis inh – lytic granule exocytosis inhibition. TALL-104 LAMP-1 surface exposure, flow cytometry; cells stimulated with thapsigargin and PMA. inhibition, % at 10 µM. 360,000 compounds, 0.66% hits. AID 651702;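 active = inhibition above about 55%, limit read from the data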
PDI turbidity – blocks human protein disulfide isomerase activity | P07237 | PDI insulin aggregation turbidity, A650, 90 min | inhibition, % at 10 µM | 350,000 compounds, 0.052% hits | AID 588391;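 active = mean inhibition across replicates of 30% or more, whatever share of single replicates reach that level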;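 also: absorbance from insulin aggregation driven by PDI reduction with DTT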
H9c2 protect – protects H9c2 cardiomyocytes from peroxide injury; 360,000 compounds, 0.63% hits; H2O2 injury protection, ATPLite, 2 h; AID 588492; protection from H2O2 cell death, % at 20 µM;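 active = compounds giving at least 50% protection of heart cells from peroxide-induced death in the single-dose screen, raw or plate-pattern-corrected value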;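 also: 0% = DMSO wells with peroxide and 100% = DMSO wells without peroxide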
CaV13 ICDI inh – Primary screen for inhibitors of IQ motif and Ca2+-dependent inactivation inhibitor domain binding in CACNA1D, Förster resonance energy transfer in living cells, …; HEK cells, CFP/YFP FRET ICDI-IQ, plate reader, 10 min; percent FRET-ratio fall versus neutral wells; inhibition, % at 12.3 µM; 340,000 compounds, 0.098% hits;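 active = mean replicate inhibition of at least 30% and at least 1% of replicates passing that level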;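 also: 0% = median of the neutral control wells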
ABHD5-PLIN5 inh – ABHD5-PLIN5 protein interaction inhibition; Q00G26+Q8WTS1; Split G. princeps luciferase complementation, luminescence, 4 h; inhibition, % at 4 µM; 360,000 compounds, 0.78% hits; AID 602281;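 active = inhibition above the mean inhibition across every tested compound plus 3 SD, cut at about 22% in these data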;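 also: 0% = DMSO only wells and the 100% control is not disclosed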
ABCB6 inh 2 – inhibitors of human ABC transporter ABCB6. Q9NP58. K562-ABCB6 porphyrin accumulation, flow cytometry, 1 h; active compounds read low. fluorescence ratio to DMSO, % at 10 µM. 360,000 compounds, 0.19% hits;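 active = fluorescence ratio to DMSO below 75%, the collection mean minus 3 SD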;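 also: signal is porphyrin accumulated inside mitochondria; 100% equals median channel fluorescence of DMSO control wells; lower ratio means ABCB6 inhibition with less porphyrin fluorescence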
Target sequence (Q9NP58 whole entry, looked up): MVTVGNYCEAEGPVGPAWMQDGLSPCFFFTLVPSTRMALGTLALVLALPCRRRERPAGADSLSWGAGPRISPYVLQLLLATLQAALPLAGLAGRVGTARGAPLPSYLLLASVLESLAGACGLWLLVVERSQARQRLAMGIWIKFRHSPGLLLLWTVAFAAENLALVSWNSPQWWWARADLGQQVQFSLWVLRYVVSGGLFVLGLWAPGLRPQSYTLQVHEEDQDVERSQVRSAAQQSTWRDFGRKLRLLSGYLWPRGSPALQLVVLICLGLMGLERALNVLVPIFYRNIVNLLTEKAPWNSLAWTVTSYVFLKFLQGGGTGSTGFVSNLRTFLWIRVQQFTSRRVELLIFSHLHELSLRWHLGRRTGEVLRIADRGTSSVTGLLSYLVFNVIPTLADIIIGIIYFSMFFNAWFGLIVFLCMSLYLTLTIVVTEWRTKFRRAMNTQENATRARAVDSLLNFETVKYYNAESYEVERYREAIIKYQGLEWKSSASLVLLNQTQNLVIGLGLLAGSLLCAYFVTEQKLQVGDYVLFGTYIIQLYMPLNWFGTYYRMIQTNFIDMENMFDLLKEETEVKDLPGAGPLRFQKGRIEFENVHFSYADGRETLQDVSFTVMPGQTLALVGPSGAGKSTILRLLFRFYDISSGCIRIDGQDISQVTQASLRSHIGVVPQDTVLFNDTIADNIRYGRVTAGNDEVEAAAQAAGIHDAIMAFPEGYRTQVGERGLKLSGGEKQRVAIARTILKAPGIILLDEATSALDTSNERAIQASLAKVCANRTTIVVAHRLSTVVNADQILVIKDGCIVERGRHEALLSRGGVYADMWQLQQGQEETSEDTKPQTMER
An asterisk follows results filed as active; i = inactive; . = not tested or not shown.

SMILES	m5-HT2A agonist	Glyco luc inh	MC4R ag barr	MC4R antagonist	Exocytosis inh	PDI turbidity	H9c2 protect	CaV13 ICDI inh	ABHD5-PLIN5 inh	ABCB6 inh 2
COc1cccc(CN2CCCC(CNC(=O)c3ccc(F)cc3)C2)c1OC (centres undefined)	0.2	-0.5	-1.7	1.6	2.0	-3.6	1.3	-19.4	-5.2	102.0
Cc1nc(SCC(=O)NC2CCS(=O)(=O)C2)c2c3c(sc2n1)CCC3 (centres undefined)	-5.3	0.6	-3.6	0.9	8.1	2.6	-1.7	-7.6	0.8	104.0
CCc1ccc(OCC(=O)Nc2ccc(-c3nc4ccccc4o3)c(O)c2)cc1	-0.1	3.0	1.0	4.9	3.6	-6.3	-24.3	-6.7	-5.6	103.0
Cc1c(Cl)cccc1NC(=O)C1CCN(c2cnccn2)CC1	-7.8	-0.9	0.1	11.9	0.6	-0.8	3.4	-3.4	4.9	97.0
O=c1c2ccccc2c(C=Nc2ccc(Cl)cn2)c(O)n1-c1cc(Cl)ccc1N1CCOCC1	-5.0	0.4	-1.9	9.1	-0.8	-1.2	-6.1	.	-3.6	96.0
O=S(=O)(NCCc1ccccn1)c1ccc(F)c(F)c1	1.6	0.9	0.4	3.2	3.9	3.9	8.7	-5.5	-1.0	101.0
O=C(Nc1cccc(Cl)c1N1CCCCC1)c1ccc(N2CCOCC2)c([N+](=O)[O-])c1	2.8	-2.3	-1.9	11.6	-5.9	8.0	2.7	-4.9	2.3	91.0
CC(C)NC(=O)c1sc(=S)n2c1[nH]c(=O)c1ccc(C(=O)NCCc3ccc(Cl)cc3)cc12	-3.8	4.7	1.0	-0.3	0.0	1.3	-5.0	-15.9	5.8	102.0
C=CCN1C=C/C(=C\C=C(C#N)C#N)c2ccccc21	-7.2	-4.8	-3.6	12.3	-2.1	0.3	-1.5	6.0	13.7	103.0
Cc1ccc(C2(c3ccccc3)NC(=O)N(CC(=O)NC3CCS(=O)(=O)C3)C2=O)cc1C (centres undefined)	-0.5	2.5	-3.2	8.2	0.8	-0.3	-1.0	-4.6	-1.0	100.0
Cc1ccc(C)c(NC(=O)c2ccc[n+](Cc3ccc([N+](=O)[O-])cc3)c2)c1	15.2*	2.5	-2.7	-2.7	1.9	-2.5	-1.5	.	2.4	101.0
CC(=O)CC1(O)C(=O)N(Cc2ccccc2)c2ccccc21 (centres undefined)	5.9	4.4	-2.3	3.2	1.9	-0.8	-3.4	-4.1	-2.0	96.0
CCOC(=O)C1CCN(c2c(N3CCCCCC3)c(=O)c2=O)CC1	-2.0	0.5	-0.3	-4.1	-1.4	2.0	-12.9	-6.0	-4.0	94.0
N/C(=N\OC(=O)c1ccccc1)c1ccccn1	-0.7	-16.8	-2.5	-0.1	2.9	0.5	-21.5	-5.5	1.5	105.0
COc1ccc(S(=O)(=O)N(C)C[C@@H]2OCc3cnnn3CCCC(=O)N([C@H](C)CO)C[C@H]2C)cc1	-3.3	0.6	-1.4	12.8	0.3	-4.5	-2.5	-3.2	-4.1	i
C=CCN(C(=O)CCC(=O)Nc1cc(C)on1)C(C(=O)NC(C)(C)C)c1cccc(OC)c1OC (centres undefined)	-2.2	0.2	-2.2	-5.6	0.5	6.5	-1.3	-5.5	-7.3	88.0
CCn1c(SCC(=O)NCc2ccccc2)nnc1C(CO)NC(=O)c1ccccc1 (centres undefined)	1.4	-0.5	-0.3	5.6	2.7	1.2	-1.5	-5.3	-0.7	95.0
CCc1cc2ccc(OC)cc2nc1SCC(=O)NNC(=O)c1ccco1	1.3	-2.0	-2.0	2.0	17.8	-1.2	10.1	7.1	3.0	99.0
O=C(COc1cccnc1[N+](=O)[O-])NCc1cccs1	-1.5	-0.5	-1.4	-2.7	-0.6	5.1	-3.2	-1.9	0.5	98.0
COc1ccc(N2CCN(Cc3nc4scc(-c5cccs5)c4c(=O)[nH]3)CC2)cc1	1.4	-1.3	4.3	13.5	-3.9	-1.3	-11.8	-1.5	-4.3	107.0
CCCn1nnnc1NCc1ccc(Cl)cc1Cl	-1.3	1.7	0.6	3.6	3.4	3.0	-2.1	-0.9	-0.2	96.0
CCCCCCNC(=O)Cc1c(O)c2ccccc2[nH]c1=O	-1.1	-0.8	-3.2	3.0	-0.5	1.0	3.9	.	-2.8	92.0
Cc1cc2nnc(SCC(=O)Nc3cccc(S(=O)(=O)N4CCOCC4)c3)n2c2ccccc12	3.5	0.7	-0.2	7.6	2.2	-0.5	4.0	-17.2	3.1	97.0
CCN(CC)S(=O)(=O)c1ccc(Cl)c(NC2=NCCCCC2)c1	-0.7	-1.0	-2.2	5.8	-3.2	-2.4	-1.4	-1.8	-0.7	97.0
C[C@H](O)[C@@H]1C(=O)N2CCc3ccc(N4CCOCC4)cc3[C@@H]2C[C@@H]1N(C)S(=O)(=O)c1ccccc1	-5.4	2.7	-3.6	-8.1	-1.8	3.9	15.8	-5.9	-2.2	99.0
Going on with the list.
SMILES	m5-HT2A agonist	Glyco luc inh	MC4R ag barr	MC4R antagonist	Exocytosis inh	PDI turbidity	H9c2 protect	CaV13 ICDI inh	ABHD5-PLIN5 inh	ABCB6 inh 2
N#CCn1cc(/C=N/NC(=O)c2cc3c(ccc4ccccc43)o2)c2ccccc21	-7.9	15.7	0.5	-14.1	-6.3	4.1	26.3	-4.7	2.6	93.0
Cc1nn2c(=S)[nH]nc2[nH]c1=O	-2.9	-0.6	-0.4	24.6	0.2	-0.4	1.4	-1.3	-9.0	100.0
O=C(c1ccc(Cl)c(S(=O)(=O)N2CCCCCC2)c1)N1CCN(c2ccc(O)cc2)CC1	-3.8	-4.4	-2.3	-1.6	-4.1	1.4	-10.4	-2.4	1.4	79.0
Cc1ccc(NC(=O)c2ccc(Cl)cc2[N+](=O)[O-])nc1	3.8	31.4*	-2.6	-17.3	-0.2	-3.5	4.7	-3.3	-6.0	101.0
COc1ccc(NC(=O)c2ccc(S(=O)(=O)N(C)C)cc2)cc1	1.4	-0.2	-2.0	6.7	-0.5	8.6	-2.1	-6.8	4.7	99.0
COc1ccc(CC(=O)OCC(=O)Nc2c(C)n(C)n(-c3ccccc3)c2=O)cc1	8.3	3.2	-2.2	-1.9	-1.1	4.5	4.3	.	-0.4	105.0
COC(=O)c1ccc(COc2ccccc2[N+](=O)[O-])o1	7.3	0.5	2.9	11.8	-1.6	-4.9	-7.5	-3.3	-3.6	99.0
COc1cc2ccccc2cc1C(=O)N/N=C/c1cccnc1	2.0	13.4	-0.3	11.5	18.2	-0.8	4.7	-6.8	-8.3	96.0
O=C(c1cccc(C(F)(F)F)c1)C1CCCN(C(=O)c2cc(C3CC3)[nH]n2)C1 (centres undefined)	4.0	0.2	-1.5	3.2	-1.5	12.0	-7.5	-5.8	-6.7	101.0
O=C(O)c1cccc(S(=O)(=O)Nc2ccccc2-c2ccccc2)c1	0.6	1.6	0.4	29.1*	6.7	-1.5	2.7	1.8	-3.2	121.0
O=c1c2c([nH]n1-c1ccccc1)CCSC2	0.3	3.4	0.8	21.3	2.5	1.0	8.4	-17.8	-17.5	101.0
Cc1ccc(-n2c(=O)cc(N3CCN(Cc4ccccc4)CC3)[nH]c2=O)cc1	0.1	0.6	0.7	0.6	-0.6	-1.2	-6.3	-6.6	-9.5	97.0
COc1ccccc1NC(=O)C1CCN(C(=O)C2CC(=O)N(c3ccc(C)cc3)C2)CC1 (centres undefined)	-2.0	-1.8	-1.7	-13.2	-1.8	-32.8	-0.3	-3.1	2.3	91.0
CC(=O)N1c2ccccc2S(=O)(=O)c2c1ccc1ccccc21	0.7	0.2	-2.1	-1.0	78.8*	2.2	-3.7	-6.5	3.2	88.0
O=C(COC(=O)c1ccccc1O)NCc1ccccc1Cl	3.9	1.8	0.2	10.4	8.0	-1.2	-1.8	-5.4	0.5	94.0
CC1(C(=O)NS(=O)(=O)c2cccc(OC(F)F)c2)CCN1C(=O)C/C=C/c1ccccc1 (centres undefined)	-0.4	0.2	-1.9	-0.7	-0.7	1.8	-0.9	-3.7	7.9	98.0
Fc1ccc(Cn2ccc(-c3cnc(-c4ccccc4)s3)n2)cc1	-1.7	-4.7	3.9	-3.0	1.2	-4.9	-17.8	-1.7	-11.0	94.0
C#CCNC(=O)C1=C[C@H](c2ccc(C(F)(F)F)cc2)C[C@H](OCCCCO)O1	-3.9	-2.9	-0.4	2.7	-13.0	-4.2	-0.7	.	-3.5	93.0
CN(C(=O)CSc1ncn[nH]1)C1(C#N)CCCCC1	6.0	4.8	-1.1	1.3	-1.4	0.0	3.9	-2.3	3.9	98.0
CCOC(=O)C1=NOC(C(=O)NN(C)c2ncc(C(F)(F)F)cc2Cl)C1 (centres undefined)	-2.6	3.5	-1.8	1.6	-3.7	-3.2	1.9	-5.3	5.4	104.0
CC1CCCCC12NC(=O)N(CC(=O)N1CCN(S(=O)(=O)c3ccc4c(c3)CCC4)CC1)C2=O (centres undefined)	4.7	3.1	-2.3	3.6	1.4	2.8	-2.7	-7.3	3.7	99.0
C[C@H](CO)N1C[C@H](C)[C@@H](CN(C)C(=O)NC2CCCCC2)Oc2c(NS(=O)(=O)c3cn(C)cn3)cccc2C1=O	0.3	2.3	-2.4	-1.0	-4.5	6.9	-0.9	-4.9	-8.0	96.0
O=C(NN=C1c2ccccc2-c2ccccc21)c1cccc(Br)c1	-1.3	-0.4	0.8	-15.2	-2.2	0.6	3.3	-2.4	-5.5	96.0
CNC(=S)NCCc1ccc(OC)cc1	-0.9	0.0	-2.7	-2.6	-1.6	-0.4	-0.2	-4.1	1.1	102.0
O=C(NCC1CCCO1)c1ccc2c(=O)n(CCc3ccccc3)c(=O)[nH]c2c1 (centres undefined)	-3.7	0.3	-3.0	7.1	0.4	6.9	3.5	-4.6	-6.6	94.0
N#C/C(=C\c1cn(CC(=O)N2CCCC2)c2ccccc12)C(=O)NCc1ccc2c(c1)OCO2	-3.6	0.4	-1.2	-7.2	-2.7	-1.7	19.2	-3.6	0.3	90.0
CCC(=O)N1CCc2cc(Br)cc(S(=O)(=O)N(C)c3ccc(OC)cc3)c21	-10.1	-0.3	0.8	-5.7	73.6*	6.9	2.7	-6.9	5.5	95.0
COc1ccc(C(=O)COC(=O)c2sc(C)nc2C)cc1Cl	7.4	2.5	-0.4	1.6	29.2	-1.1	-20.5	-6.7	1.1	101.0

An excerpt from above with just CaV13 ICDI inh.
| mol | CaV13 ICDI inh |
| --- | --- |
| CNC(=S)NCCc1ccc(OC)cc1 | -4.1 |
| O=C(NCC1CCCO1)c1ccc2c(=O)n(CCc3ccccc3)c(=O)[nH]c2c1 (centres undefined) | -4.6 |
| N#C/C(=C\c1cn(CC(=O)N2CCCC2)c2ccccc12)C(=O)NCc1ccc2c(c1)OCO2 | -3.6 |
